Screening results: PubChem, National Center for Advancing Translational Sciences (NCATS)
AMA1 RON2 block: inhibitors of Plasmodium falciparum AMA1-RON2 interaction. AlphaScreen AMA1-biotinylated RON2 peptide binding. Potency, µM (doses to about 58.2 µM), for inactives: at the highest dose activity change, negative = inhibition, hits mostly inhibitors. 360,000 compounds, 0.2% hits. AID 720542;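 note: potency is the fitted concentration of half-maximal effect; 0% = vehicle wells and -100% = peptide control; nearly all actives have a fitted effect of over 45% in size; some results filed as inactive show a strong effect at the top dose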
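AMA1 (3D7) with his tag at 25 nM final met compounds first, then biotinylated RON2 peptide at 25 nM; detection used donor plus acceptor beads, 10 µg/mL apiece, read by AlphaScreen after 30 min at room temperature.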
AmpC detergent: blocks E. coli AmpC beta-lactamase in detergent assay; P00811; AmpC hydrolysis of nitrocefin, absorbance 480 nm, 0.01% Triton; Potency, µM (highest dose often 114 µM), for inactives: at the highest dose activity change, negative = inhibition, usual class: inhibitors; 370,000 compounds, 0.041% hits;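 note: potency is the fitted concentration of half-maximal effect; 0% = no-compound wells and -100% = no-enzyme wells; nearly all actives have a fitted effect of over 25% in size; some results filed as inactive show a strong effect at the top dose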
Target sequence (P00811 whole entry, looked up): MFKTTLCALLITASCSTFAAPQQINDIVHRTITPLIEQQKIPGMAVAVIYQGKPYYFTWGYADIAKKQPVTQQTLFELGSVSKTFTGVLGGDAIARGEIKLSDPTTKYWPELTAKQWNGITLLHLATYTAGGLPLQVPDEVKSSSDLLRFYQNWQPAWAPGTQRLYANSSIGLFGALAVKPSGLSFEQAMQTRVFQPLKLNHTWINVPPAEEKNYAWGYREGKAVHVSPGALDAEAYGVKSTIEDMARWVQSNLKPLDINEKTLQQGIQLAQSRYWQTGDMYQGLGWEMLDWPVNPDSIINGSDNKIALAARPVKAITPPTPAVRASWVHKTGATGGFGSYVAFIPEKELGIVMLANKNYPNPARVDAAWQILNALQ
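AmpC (5.3 nM in the dispensed reagent) in 20 mM phosphate pH 7.0 with 0.01% (detergent screen) or 0.0001% Triton X-100 was preincubated with compounds for 15 min at room temperature. Nitrocefin was then added from an 800 uM solution, and hydrolysis was followed at 480 nm.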
HCMV antiviral: blocks human cytomegalovirus replication. HFF cells, HCMV-luciferase reporter, 72 h; hits give low values. activity change, negative = inhibition, % at 57.5 µM. 410,000 compounds, 4.5% hits. AID 1259415; in the data active = activity change below about -60%; inconclusive = no clear call, values can overlap the other calls; inactive = above about -39%
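Steps: HFFs plated, 16 h 37C; compounds added; HCMV-luciferase added to MOI 1 PFU/cell; 72 h 37C; OneGlo reagent, 5 min room temperature; luminescence read, normalized to controls.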
AmpC no deterg: inhibitors of E. coli AmpC beta-lactamase without detergent; P00811; AmpC nitrocefin hydrolysis, absorbance 480 nm, 0.0001% Triton; Potency, µM (highest dose often 57.1 µM), without a hit: at the highest dose activity change, negative = inhibition, hits mostly inhibitors; 330,000 compounds, 0.52% hits;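 note: potency is the fitted concentration of half-maximal effect; plate controls were no compound for no effect and no enzyme for full effect; nearly all actives have a fitted effect of over 20% in size; some results filed as inactive show a strong effect at the top dose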
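AmpC (5.3 nM in the dispensed reagent) in 20 mM phosphate pH 7.0 with 0.01% (detergent screen) or 0.0001% Triton X-100 was preincubated with compounds for 15 min at room temperature. Nitrocefin was then added from an 800 uM solution, and hydrolysis was followed at 480 nm.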
Tb PYK inh: blocks Trypanosoma brucei pyruvate kinase; TbPYK enzyme, Kinase-Glo Plus ATP luminescence, 45 min; Q57TT1; 410,000 compounds, 0.12% hits; Potency, µM (doses to about 76.8 µM), without a hit: at the highest dose activity, negative = inhibition, actives largely listed as inhibitors; AID 624173; note: potency is the fitted concentration of half-maximal effect; nearly all actives have a fitted effect of over 50% in size
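Glycolytic pyruvate kinase of T. brucei was incubated with substrate, test compound and 130 uM ADP for 45 minutes at room temperature. Luminescent Kinase-Glo Plus signal was measured after 10 minutes.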
Sm TGR inh: blocks Schistosoma mansoni thioredoxin glutathione reductase. Q962Y6. purified TGR, DTNB reduction, TNB absorbance 405 nm. Potency, µM (titrated, usually from 114 µM), without a hit: top-dose activity change, negative = inhibition, most hits filed as inhibitors. 360,000 compounds, 3% hits; note: potency is the fitted concentration of half-maximal effect; nearly all actives have a fitted effect of over 60% in size
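Kinetic colorimetric format: TGR-catalysed, NADPH-driven DTNB reduction monitored via TNB absorbance. Enzyme dispensed at 20 nM; compound exposure 15 min at room temperature before reaction start.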
LmPK inhibitor: inhibitors of Leishmania mexicana pyruvate kinase; Q27686; purified LmPK, Kinase-Glo ATP luminescence, 1 h; Potency, µM (highest dose often 57.5 µM), for inactives: at the highest dose activity change, negative = inhibition, usual class: inhibitors; 290,000 compounds, 0.37% hits; AID 1721; note: potency is the fitted concentration of half-maximal effect
Target sequence (Q27686 whole entry, looked up): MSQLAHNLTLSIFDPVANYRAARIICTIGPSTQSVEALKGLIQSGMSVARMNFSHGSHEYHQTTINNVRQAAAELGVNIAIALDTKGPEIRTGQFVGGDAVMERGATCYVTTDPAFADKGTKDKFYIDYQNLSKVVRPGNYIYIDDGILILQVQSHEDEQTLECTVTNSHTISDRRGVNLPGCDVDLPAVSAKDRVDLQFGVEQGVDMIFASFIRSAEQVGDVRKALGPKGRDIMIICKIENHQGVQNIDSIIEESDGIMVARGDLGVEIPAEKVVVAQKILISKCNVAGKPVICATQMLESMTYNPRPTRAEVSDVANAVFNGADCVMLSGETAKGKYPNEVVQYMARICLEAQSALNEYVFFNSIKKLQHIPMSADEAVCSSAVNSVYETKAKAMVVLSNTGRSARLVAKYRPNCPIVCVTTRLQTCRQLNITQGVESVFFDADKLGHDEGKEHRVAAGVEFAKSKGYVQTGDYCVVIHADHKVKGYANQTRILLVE
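ATP generated from ADP (0.1 mM) and PEP (0.5 mM) by 0.1 nM LmPK over 1 h at room temperature (pH 7.2 imidazole buffer) was detected by coupled luciferase luminescence. Values were normalized to uninhibited and no-enzyme wells.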
Starred values were filed as active, the others as inactive; ? = inconclusive; / = not tested or not shown; & = joins results of further samples; [ ] = dose if it differs, or a comment. Unless noted, calls come from the whole dose curve; as a rule, active = well fitted curve in the direction sought with a large enough effect; inconclusive = small, poorly fitted or top-dose-only effect, or another doubt; inactive = no such curve, though single readings can be large; an effect the other way counts as inactive or inconclusive. Unless noted, % is set by controls: 0 for no effect and ±100 for the full control effect.

SMILES	AMA1 RON2 block	AmpC detergent	HCMV antiviral	AmpC no deterg	Tb PYK inh	Sm TGR inh	LmPK inhibitor
COc1ccc(-c2nnn(CC(=O)N3CCN(c4ccc(F)cc4)CC3)n2)cc1	12%	1%	?	-19%	-2%	4%	-6%
Cc1sc2nc(CN3CCCCC3)nc(N3CCN(C(=O)c4ccco4)CC3)c2c1C	6%	3%	-7	119%[activator]	-1%	-27%	3%
CC[C@@H](C)C(N)c1cn([C@@H](CCC(=O)O)C(=O)N2CCNCC2)nn1 (some centres undefined)	16%	-7%	-12	-19%	0%	3%	4%
O=S1(=O)N=C(N(CCO)/N=C/c2ccc(Br)cc2)c2ccccc21	0%	3%	-32	-22%	-6%	6%	4%
Cc1nn(-c2ccccc2)c2c1N(CC(=O)N1CCN(c3ccc(Cl)cc3)CC1)C(=O)CS2	/	3%	-11	/	-5%	-3%	/
Cn1cc(C(=O)OCC(=O)NC2(C#N)CCCCC2)c2ccccc21	-3%	?	-21	-2%	-2%	-2%	/
Cc1oc(-c2cccs2)nc1CSCC(=O)N1CCC2(CC1)OCCO2	-1%	-9%	-1	8%	0%	-26%	-1%
COC(=O)c1[nH]c2cc(OC)ccc2c1NC(=O)CN1CCC(C(N)=O)(N2CCCCC2)CC1	13%	0%	6	-17%	-7%	1%	1%
COCCNC(=S)N1CCC(Cc2ccccc2)CC1	-5%	8%	6	30%	-4%	7%	-2%
COc1cc(/C=N/Nc2ccccc2)ccc1O	3%	3%	-29	-26%	-20%	40µM*	2%
O=C(NCc1cn2ccsc2n1)c1cccs1	15%	-8%	22	-18%	-5%	2%	1%
CC(=O)NNC(=S)Nc1cccc(F)c1	81%[activator]	-10%	-35	-12%	-2%	1%	-4%
CN(C)S(=O)(=O)c1cccc(NC(=O)CC23CC4CC(CC(C4)C2)C3)c1	-10%	6%	-16	-10%	-2%	3%	-6%
COc1cccc(CN2CCN(Cc3cccc4nonc34)CC2CCO)c1 (centres undefined)	2%	-3%	12	-10%	-14%	0%	1%
FC(F)(F)c1ccc2c(c1)N1CCCC1CN2 (centres undefined)	-29%	-12%	-23	-21%	?	-17%	-1%
CC(C)(C)c1cc(NC(=O)C2(C)CCN2C(=O)C2(c3ccccc3)CC2)no1 (centres undefined)	-5%	/	-10	/	-11%	/	/
O=C(O)c1ccc(S(=O)(=O)Nc2ccc3c(c2)OCCO3)cc1	7%	2%	-17	-16%	1%	32µM*	-3%
O=C(NCC(=O)N(c1ccc(Cl)cc1)C(C(=O)NC1CCCC1)c1cccnc1)c1ccco1 (centres undefined)	4%	?	22	-12%	0%	0%	4%
Cc1ncc(CN2CCCC(C(=O)c3sccc3C)C2)s1 (centres undefined)	-1%	-5%	11	11%	-4%	-6%	2%
CCc1cccc(C)c1NC(=O)CN1C(=O)NC(Cc2ccccc2)C1=O (centres undefined)	1%	-8%	-28	-12%	-3%	-6%	20%
COc1ccc(C(c2c(NC(C)=O)sc3c2CCCC3)N2CCN(CCO)CC2)cc1OC (centres undefined)	-2%	-6%	130	187%[activator]	1%	-24%	0%
COCCN(C(=O)COC(=O)Cc1ccc(Cl)cc1)c1c(N)n(Cc2ccccc2)c(=O)[nH]c1=O	1%	/	-5	/	-2%	/	/
Cc1ccc(NC(=O)CC2(CC(=O)O)CCCC2)c(C)c1	8%	-7%	21	-17%	3%	6%	-2%
O=C1CCC(=O)N1c1ccccc1	-3%	-2%	23	-5%	-7%	0%	-2%
COCCn1cnc2c1c(=O)n(CC#N)c(=O)n2Cc1ccccc1	-12%	4%	40	1%	7%	8%	-1%
O=C(CN1C(=O)NC2(CCCCCC2)C1=O)Nc1ccc(Br)cc1Br	-1%	4%	29	-28%	-2%	4%	/
CCOc1ccc(CN2CCNC(=O)C2CC(=O)NCc2cc(C)n(C)n2)cc1 (centres undefined)	9%	?	112	91%[activator]	9%	?	-2%
CCCCN(C(=O)COC(=O)C1(c2ccccc2)CC1)c1c(N)n(CCC)c(=O)[nH]c1=O	-4%	/	15	/	-12%	/	/
Cc1ccc(Nc2nc(-c3sc(NC(=O)c4cccc(Cl)c4)nc3C)cs2)cc1	/	?	/	9%	/	84%[activator]	-4%
COCCn1c(=O)[nH]c2cc(C(=O)Nc3cccc(F)c3)ccc2c1=O	6%	1%	-20	-25%	4%	-10%	2%
O=C(Nc1nccs1)c1cccc2ccccc12	6%	-5%	117	-1%	5%	-7%	7%
O=C1N[C@H](Cc2ccccc2)C(=O)N2[C@@H]3[C@H](C[C@@H]12)c1ccccc1N3OOSc1ccccc1	-8%	/	-8	/	-1%	/	/
CCOc1ccc(N(CC)S(=O)(=O)N2CCCC(C(=O)Nc3ccc(NC(C)=O)cc3)C2)cc1 (centres undefined)	/	16%	-6	/	-2%	-1%	/
CCOC(=O)CN(C(=O)COc1nc(-c2ccccc2)cc(C)c1C#N)c1ccc(F)cc1	-2%	-9%	-38	1%	1%	0%	-7%
CCCOc1ccc(C(=O)NCC(c2cccs2)N(C)C)cc1OC (centres undefined)	9%	0%	-27	1%	8%	-15%	2%
COc1cc(N)c(Cl)cc1Cl	10%	1%	-27	-40%	0%	-9%	0%
COc1ccc(S(=O)(=O)N2CCCC2)cc1NC(=O)c1ccccc1	-17%	-3%	-14	-3%	2%	-6%	-9%
Cc1cc(C(=O)COC(=O)c2cccnc2Cl)c(C)n1C	-6%	/	0	-23%	-10%	/	/
COc1cccc(CC(=O)N2CCCC(CCC(=O)N3CCN(c4ccccn4)CC3)C2)c1 (centres undefined)	12%	0%	?	-15%	0%	15%	-1%
COc1cc(/C=C2\SC(=O)N(c3ccccc3Cl)C2=O)cc([N+](=O)[O-])c1O	-29%	3%	?	-43%	-9%	-25%	-4%
Fc1cccc(-c2ncc(-c3ccccc3)o2)c1	4%	/	13	/	-11%	/	/
COc1ccc(/C=N/Nc2nc(C)nc(N)n2)cc1	54%[activator]	-2%	44	-23%	-2%	-2%	4%
Cn1ccnc1COc1ccc(/C=N/O)cc1	23%	-15%	61	-23%	5%	-2%	0%
CC(=O)c1ccc(C)cc1OC(=O)c1cccc(F)c1	-7%	8%	-31	-17%	-3%	-4%	5%
COc1ccc(CN(CC2CCC(C(=O)O)CC2)C(=S)Nc2ccccc2C)cc1 (centres undefined)	11%	3%	-22	-7%	0%	3%	1%
Cc1cc(C)c2c(N)c(C(=O)N/N=C/c3cccnc3)sc2n1	6%	0%	7	-41%	-4%	0%	4%
Cc1cc(NC(=O)Nc2c[nH]c(=O)[nH]c2=O)ccc1Br	-8%	0%	3	-40%	1%	-4%	-1%
COc1cc(Cl)ccc1OCc1cc(C(=O)N2CCN(C)CC2)no1	-2%	-14%	-5	66%[activator]	-2%	0%	-11%
CCO[C@@H]1OC(C(=O)N2CCOCC2)=C[C@H](c2ccc(C(F)(F)F)cc2)[C@H]1CCCO	4%	6%	-19	117%[activator]	4%	4%	4%
CCC(C)(C)c1ccc(O)cc1	8%	-7%	11	-10%	-11%&0%	-6%	/
COc1cc2c(cc1OC)n(CC(=O)NC1CCCCCC1)n1c(C)cc(=O)nc21	-5%	2%	?	56%	-11%	-11%	6%
O=C(Nc1ccc(O)cc1)c1ccc(NC(=O)c2ccco2)cc1	-1%	-1%	?	-35%	-7%	-9%	0%
Cc1oc(-c2cccs2)nc1CN1CCC(C(=O)N2CCCC2)CC1	5%	4%	?	48%	-8%	-28%	1%
NC(=S)N/N=C/c1ccc2ccccc2c1	25%	-6%	-25	-14%	-18%	-14%	3%
O=C(CSc1ccc2nnc(-c3cccs3)n2n1)N1CCCC1	3%	?	41	-13%	-3%	-13%	0%
Fc1ccc(-c2csc(N3CCC(c4ccccc4)C3)n2)cc1 (centres undefined)	43%[activator]	-7%	12	-36%	?	-3%	-3%
CCOC(=O)c1ccc(Nc2nn3c(=O)c4ccccc4nc3s2)cc1	/	-4%	-10	/	6%	7%	/

Sorted by molar mass (descending): some entries from above
SMILES	AMA1 RON2 block	AmpC detergent	HCMV antiviral	AmpC no deterg	Tb PYK inh	Sm TGR inh	LmPK inhibitor
COc1ccc(CN(CC2CCC(C(=O)O)CC2)C(=S)Nc2ccccc2C)cc1 (centres undefined)	11%	3%	-22	-7%	0%	3%	1%
COc1cc2c(cc1OC)n(CC(=O)NC1CCCCCC1)n1c(C)cc(=O)nc21	-5%	2%	?	56%	-11%	-11%	6%
CCOC(=O)c1ccc(Nc2nn3c(=O)c4ccccc4nc3s2)cc1	/	-4%	-10	/	6%	7%	/
O=C(CSc1ccc2nnc(-c3cccs3)n2n1)N1CCCC1	3%	?	41	-13%	-3%	-13%	0%
Cc1cc(NC(=O)Nc2c[nH]c(=O)[nH]c2=O)ccc1Br	-8%	0%	3	-40%	1%	-4%	-1%
Cc1cc(C)c2c(N)c(C(=O)N/N=C/c3cccnc3)sc2n1	6%	0%	7	-41%	-4%	0%	4%
Fc1ccc(-c2csc(N3CCC(c4ccccc4)C3)n2)cc1 (centres undefined)	43%[activator]	-7%	12	-36%	?	-3%	-3%
O=C(Nc1ccc(O)cc1)c1ccc(NC(=O)c2ccco2)cc1	-1%	-1%	?	-35%	-7%	-9%	0%
CC(=O)c1ccc(C)cc1OC(=O)c1cccc(F)c1	-7%	8%	-31	-17%	-3%	-4%	5%
COc1ccc(/C=N/Nc2nc(C)nc(N)n2)cc1	54%[activator]	-2%	44	-23%	-2%	-2%	4%
Cn1ccnc1COc1ccc(/C=N/O)cc1	23%	-15%	61	-23%	5%	-2%	0%
NC(=S)N/N=C/c1ccc2ccccc2c1	25%	-6%	-25	-14%	-18%	-14%	3%
CCC(C)(C)c1ccc(O)cc1	8%	-7%	11	-10%	-11%&0%	-6%	/
